PRMT1 inh: PRMT1 (human) inhibition, primary screen | Q99873 | recombinant PRMT1, activity-based probe fluorescence polarization | inhibition, % at 2.79 µM | 370,000 tested, 1.3% active | AID 652257;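 active = inhibition above about 21% made by adding two undisclosed values, limit read from the data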
TDP2 inh: blocks human TDP2 phosphodiesterase activity | recombinant TDP2, T5PNP hydrolysis, p-nitrophenol absorbance 415 nm | inhibition, % at 12.8 µM | O95551 | 370,000 tested, 0.34% active;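 active = inhibition above the mean of all tested compounds plus 3 SD, set per campaign, cut at about 25% in these data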;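 note: 0% = DMSO with enzyme and 100% = buffer with substrate but no TDP2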
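test system = human TDP2 enzyme | input = TDP2 enzyme at 120 nM final | medium = 50 mM Tris-HCl pH 7.5 with Mg2+, KCl, DTT, BSA | also added = T5PNP substrate, 5 mM | times = 2 h at 37 °C | technique = epi absorbance | benchmarks = high control without enzyme, low control DMSO plus TDP2 | replication = each compound tested once, singlicate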
TCR CD3 inh: human TCR-CD3 binding inhibition; TAMRA-labeled TCR probe fluorescence, biochemical; inhibition, % at 9.4 µM; 360,000 tested, 0.37% active; AID 651800; in the data active = inhibition above about 19%;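 note: recombinant mutant TCR 2C K166C tagged with TAMRA read by polarization; 0% = receptor in buffer alone and 100% = receptor with positive control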
UHRF1 binding: UHRF1 methyl-DNA binding inhibition | UHRF1 binding to methylated oligo, TR-FRET | inhibition, % at 4.4 µM | Q96T88 | AID 687016 | 370,000 tested, 0.75% active; in the data active = inhibition above about 21%;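 note: UHRF1 SRA domain binding a hemimethylated CpG hairpin DNA probe; 0% = median of test compound wells and 100% = reference inhibitor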
Target sequence (Q96T88 whole entry, looked up, the tested form may be a part): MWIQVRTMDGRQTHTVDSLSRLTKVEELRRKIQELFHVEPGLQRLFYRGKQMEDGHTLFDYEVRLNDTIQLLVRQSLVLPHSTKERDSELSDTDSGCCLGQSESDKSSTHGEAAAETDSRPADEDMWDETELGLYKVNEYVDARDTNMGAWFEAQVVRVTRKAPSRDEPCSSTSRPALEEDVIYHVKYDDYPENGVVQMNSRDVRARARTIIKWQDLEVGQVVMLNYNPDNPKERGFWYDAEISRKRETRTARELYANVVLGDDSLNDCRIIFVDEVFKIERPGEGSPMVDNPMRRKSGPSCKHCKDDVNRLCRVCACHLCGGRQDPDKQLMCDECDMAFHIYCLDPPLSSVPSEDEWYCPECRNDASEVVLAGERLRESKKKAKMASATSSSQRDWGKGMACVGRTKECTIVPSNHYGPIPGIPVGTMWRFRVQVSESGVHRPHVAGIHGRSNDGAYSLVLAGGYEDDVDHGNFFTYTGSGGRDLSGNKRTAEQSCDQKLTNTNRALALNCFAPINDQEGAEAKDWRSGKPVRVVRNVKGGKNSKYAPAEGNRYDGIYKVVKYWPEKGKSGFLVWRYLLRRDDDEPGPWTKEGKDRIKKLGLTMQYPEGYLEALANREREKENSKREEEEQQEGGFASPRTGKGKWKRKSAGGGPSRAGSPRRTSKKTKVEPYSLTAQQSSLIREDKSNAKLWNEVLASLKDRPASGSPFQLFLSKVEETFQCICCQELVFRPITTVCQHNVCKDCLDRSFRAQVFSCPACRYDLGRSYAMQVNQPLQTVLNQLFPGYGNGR
LEDGF integ inh: blocks HIV-1 LEDGF/p75-dependent DNA integration; TR-FRET IN-LEDGF/p75 DNA integration, Eu/Cy5; inhibition, % at 3.7 µM; 370,000 tested, 0.64% active; AID 743269;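 active = inhibition above the screen-wide mean plus 3 SD, cut at about 13% in these data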;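 note: signal is the Cy5 over europium emission ratio at 671 and 618 nm; 0% = plate median of compound wells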
Tn7 DDE FP: disrupts Tn7 cyclic peptide binding to fibrin D-Dimer-E complex | FP displacement of FITC-Tn7 peptide from fibrin DD(E); 0% = median of compound wells per plate | inhibition, % at 8.3 µM | 370,000 tested, 0.13% active;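 active = inhibition above the mean of compounds falling within the control limits plus 3 SD of them, cut at about 14% in these data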;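 note: 0% = plate median of compound wells and 100% = 10 µM Aha-Tn7 peptide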
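Assay system: Human fibrin DD(E) protein | Medium: Tris buffer with calcium and detergent, pH 7.8 | Reagent: 0.1 µM fluorescent Tn7 | Compound dosing: Single point at 8.3 µM | Times: 10 min preincubation, 3 h with tracer, room temperature | Detection: Fluorescence polarization of the labelled Tn7 tracer | Controls: Aha-Tn7 high control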
SIAE primary: blocks human sialic acid acetylesterase | 370,000 tested, 0.69% active | Q9HAT2 | inhibition, % at 9.66 µM | AID 1053197 | SIAE FP-Rh probe binding, fluorescence polarization;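 active = inhibition above a cutoff: mean of compounds within the control limits plus 3 SD of those, cut at about 17% in these data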;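 note: 0% = plate median of compound wells and 100% = probe without SIAE protein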
Tn6 DDE FP: disrupts Tn6 cyclic peptide binding to fibrin D-Dimer-E complex; P02675; Fibrin DD(E) TRITC-Tn6 fluorescence polarization displacement; inhibition, % at 8.3 µM; 370,000 tested, 0.21% active;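 active = inhibition above a per-campaign cutoff: mean of compounds within control limits plus 3 SD, cut at about 15% in these data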;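 note: 0% = median of all compound wells on the plate and 100% = blocking peptide control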
MBD2 inh: MBD2-methylated oligo binding inhibition | inhibition, % at 4.4 µM | TR-FRET, MBD2 binding to methylated oligonucleotide | 370,000 tested, 0.31% active | Q9UBB5; in the data active = inhibition above about 13%
proKLK7 act: proKLK7 (human) activation, primary screen; purified proKLK7, EDANS-DABCYL substrate fluorescence; 100% is mature enzyme control, 0% vehicle; P49862; AID 652039; 370,000 tested, 0.9% active; activation, % at 7 µM;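 active = activation above the mean of all tested compounds plus 3 SD, computed per campaign excluding outliers beyond control limits, cut at about 13% in these data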
Target sequence (P49862 whole entry, looked up): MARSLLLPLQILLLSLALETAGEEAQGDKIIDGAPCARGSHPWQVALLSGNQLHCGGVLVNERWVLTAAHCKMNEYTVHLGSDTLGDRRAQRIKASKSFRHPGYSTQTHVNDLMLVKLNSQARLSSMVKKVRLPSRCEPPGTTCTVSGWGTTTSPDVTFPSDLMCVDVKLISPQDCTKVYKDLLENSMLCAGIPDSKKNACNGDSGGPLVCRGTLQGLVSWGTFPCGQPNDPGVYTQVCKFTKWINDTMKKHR
Numbers without * were called inactive.

SMILES | PRMT1 inh | TDP2 inh | TCR CD3 inh | UHRF1 binding | LEDGF integ inh | Tn7 DDE FP | SIAE primary | Tn6 DDE FP | MBD2 inh | proKLK7 act
N#CC1=C(N)Oc2cc(N)ccc2C1c1cccnc1 (stereo unspecified) | 3 | 13 | 1 | -4 | 7 | -8 | 7 | 5 | -3 | 0.9
COCCN(C(=S)Nc1ccc(OC)cc1)C1CCN(C(C)=O)CC1 | 1 | 8 | 2 | -1 | -1 | 8 | 2 | -1 | -6 | -0.5
CCCn1c(=N)c(S(=O)(=O)c2ccc(F)cc2)cc2c(=O)n3ccccc3nc21 | 0 | 8 | -2 | -3 | 1 | -4 | 1 | -4 | -5 | 1.5
N#CC12CCCCC1CC1CCCCC1(C#N)N2Cc1cccnc1 (stereo unspecified) | -2 | -17 | 2 | 2 | -2 | -7 | -1 | 4 | 1 | 0.2
COc1ccc(/C(=C/c2ccc(OC(F)F)c(OC)c2)C(=O)O)cc1OC | -1 | 3 | -8 | 4 | 0 | 3 | -1 | 0 | -4 | 0.0
Cc1ccc(S(=O)(=O)N(Cc2ccccc2)c2ccccc2C(=O)N2CCCCC2)cc1 | -4 | 6 | 13 | 1 | 0 | -6 | -1 | 6 | -4 | 0.4
CC(C)CCN(C(=O)c1csnn1)C(C(=O)NC1CCCCC1)c1ccc(F)cc1 (stereo unspecified) | 0 | 14 | 10 | -2 | 0 | 3 | -1 | 2 | 1 | 0.3
Cc1ccc(NC(=S)NCc2ccc(Cl)cc2)c(C)c1 | -4 | -16 | 12 | -1 | 2 | -5 | -1 | -1 | -1 | -0.1
Cc1cc(-c2nc(C)c(C(=O)NNC(=O)NC(C)C)s2)no1 | -4 | 0 | -4 | 3 | 1 | -11 | 15 | -2 | -1 | -0.4
O=C(NCc1ccc(F)cc1)C1CCN(C(=O)Nc2ccc(F)cc2)CC1 | -6 | -19 | 2 | -2 | -1 | 5 | -3 | 2 | -1 | 0.6
COc1ccccc1Nc1nc(-c2cccc([N+](=O)[O-])c2)nc2ccccc12 | -1 | 8 | 10 | -2 | -1 | -1 | -5 | 0 | 3 | -0.5
Cn1cnc(S(=O)(=O)N2CCN(C(c3ccc(F)cc3)c3ccc(F)cc3)CC2)c1 | -1 | 0 | 11 | -2 | -1 | 5 | -1 | 2 | -3 | 0.3
CCOC(=O)N1CCN(S(=O)(=O)c2cc([N+](=O)[O-])c(C)cc2C)CC1 | -4 | 5 | -8 | 2 | 1 | -5 | 0 | 4 | 0 | -0.5
O=c1oc2c3c4c(cc2c(C(F)(F)F)c1CCN1CCOCC1)CCCN4CCC3 | 53* | -17 | 0 | -1 | 4 | -6 | -7 | 6 | -1 | -6.5
COc1ccc(C=O)c(-c2c(-c3ccccc3OC)sc3ccccc23)c1 | 0 | -3 | -5 | 2 | 2 | -3 | -3 | -1 | -2 | 0.2
COC(=O)c1c(N)[nH]c(C(=O)c2ccccc2)c1-c1ccc(Cl)cc1 | -2 | 1 | 1 | -3 | 1 | -2 | -1 | -1 | -3 | 0.2
CN1C(=O)/C(=C/c2ccccc2OCc2cccc(F)c2)NC1=S | 0 | 1 | 3 | 5 | -2 | 3 | 5 | -4 | 2 | -0.3
CCCCCCC(=O)Nc1c2c(nc3ccccc13)N(C)CC2 | 1 | 1 | 11 | 13 | -4 | 1 | 1 | 1 | -5 | -24
COc1ccc(NS(=O)(=O)c2ccc(Oc3c(C#N)cccc3C#N)cc2)cc1 | 1 | 11 | -2 | 0 | -5 | 2 | 2 | -7 | 0 | 0.7
Clc1nnc(NC2CCCCC2)c(Cl)c1Cl | -5 | 1 | 2 | -1 | 2 | -4 | 6 | 8 | -1 | -0.3
COc1ccc(Cl)cc1/C=N/NC(=O)c1c(-c2ccccc2)noc1C | -2 | -2 | 7 | 0 | -2 | 4 | -10 | 5 | 0 | 0.7
COc1ccc(S(=O)(=O)N2CCOCC2)cc1NC(=O)c1ccc(OC(F)F)cc1 | -1 | 1 | 1 | -2 | 1 | 15* | -6 | -5 | -3 | -1.6
O=C(NCCN1CCOCC1)C1CCN(S(=O)(=O)N2CCCCC2)CC1 | 0 | -9 | 1 | 1 | -2 | 1 | 4 | -7 | 4 | -0.5
CC(C)c1ccc(NC(=O)C2(C)Cc3c(-c4cccc(C(F)(F)F)c4)ccnc3O2)cc1 (stereo unspecified) | 2 | -3 | 4 | -2 | 3 | -3 | -6 | -8 | -2 | 0.1
O=C(Nc1ccccc1)C1=C[C@H](c2coc3ccccc3c2=O)C[C@H](OCCCCO)O1 | -1 | 10 | 2 | -1 | 0 | 6 | 8 | -1 | -1 | 0.4
Cc1ccc(S(=O)(=O)N(C)c2ccc(OCC(=O)Nc3nc4c(ccc5ccccc54)s3)cc2)cc1 | -1 | -11 | -9 | 10 | 5 | -10 | -15 | -9 | 1 | 0.3
CCCS(=O)(=O)NCCc1cc2ccc(C)cc2[nH]c1=O | 0 | -2 | -3 | 1 | -5 | 6 | 1 | -2 | 2 | -0.3
Cc1nc2c(OCC(=O)C(C)(C)C)cccn2c1N(C)Cc1cccs1 | 3 | 9 | -1 | -4 | 0 | 0 | 8 | -10 | -1 | 0.4
CCOc1ccc(-c2nnc(SCC(=O)NC(C)(C)C)nc2-c2ccc(OCC)c(OC)c2)cc1OC | -5 | -21 | -14 | 3 | 8 | -4 | 0 | -7 | -2 | 1.0
O=C(Cn1cnc2c(nnn2-c2ccccc2)c1=O)N1CCC(Cc2ccccc2)CC1 | -2 | -4 | -3 | 1 | 5 | -5 | -10 | 8 | 1 | 0.0

Continued; it opens with the 2 that closed the last part.
SMILES | PRMT1 inh | TDP2 inh | TCR CD3 inh | UHRF1 binding | LEDGF integ inh | Tn7 DDE FP | SIAE primary | Tn6 DDE FP | MBD2 inh | proKLK7 act
CCOc1ccc(-c2nnc(SCC(=O)NC(C)(C)C)nc2-c2ccc(OCC)c(OC)c2)cc1OC | -5 | -21 | -14 | 3 | 8 | -4 | 0 | -7 | -2 | 1.0
O=C(Cn1cnc2c(nnn2-c2ccccc2)c1=O)N1CCC(Cc2ccccc2)CC1 | -2 | -4 | -3 | 1 | 5 | -5 | -10 | 8 | 1 | 0.0
C=CCn1c(SC2CCOC2=O)nc2scc(C3CC3)c2c1=O (stereo unspecified) | 5 | -6 | -2 | 1 | -1 | -4 | -6 | 2 | 4 | -0.1
O=C(NCc1cccnc1)c1ccccc1NS(=O)(=O)c1ccc(F)cc1F | 7 | -14 | 1 | 6 | -3 | 4 | -6 | -6 | 3 | 0.6
C=CCNC(=O)C(=O)NCCCN1CCOCC1 | 2 | -18 | 2 | 0 | 0 | -4 | -1 | 5 | 2 | 0.3
CC(=O)NC(CCS(C)(=O)=O)C(=O)Nc1ccccc1C (stereo unspecified) | 5 | 0 | -1 | 5 | -4 | -4 | -1 | 2 | 2 | 0.2
O=C(NC1CCN(C(=O)c2ccccc2Br)CC1)c1ccccc1 | -3 | -8 | 3 | 3 | 4 | -5 | -4 | 1 | 0 | 0.0
NC(=O)C1CC=CCC1C(=O)OCC(Cl)=C(Cl)Cl (stereo unspecified) | 14 | -7 | -9 | 5 | 3 | 5 | -3 | 0 | -1 | 1.3
COc1ccc(NS(=O)(=O)c2ccc3oc(=S)[nH]c3c2)cc1 | 4 | 6 | 1 | 2 | 5 | 1 | 10 | 5 | 0 | -0.1
COc1cccc(OC(=O)c2cc3ccccc3oc2=O)c1 | -2 | -2 | 3 | -4 | 2 | 3 | 11 | 3 | 2 | 2.4
O=C(COC(=O)CNC(=O)c1ccccc1)NC12CC3CC(CC(C3)C1)C2 | -5 | 9 | 4 | -2 | 0 | 5 | -2 | 6 | -5 | -0.1
CCCC(=O)C1=C(O)C(C(=O)OC)C(C)(C)CC1=N (stereo unspecified) | -3 | -11 | 4 | 21* | -2 | 3 | -2 | 1 | -1 | -0.4
Cc1ccc(-c2nnc(-c3cc(C)on3)o2)cc1 | 3 | -8 | 3 | -4 | -3 | 10 | -8 | -1 | 0 | 0.6
Cc1nnc(SCC(=O)NC(=O)NC(C)C)s1 | -2 | -13 | -7 | 6 | 2 | 2 | 3 | 0 | 6 | -0.1
O=S(=O)(Cc1ccco1)Cc1nc(-c2ccc(Cl)cc2)cs1 | 1 | -17 | 3 | 1 | -5 | 2 | -4 | 3 | 3 | -0.2
COc1ccc(CNC(=O)c2cnn3c(C(F)F)cc(C)nc23)cc1 | -1 | 4 | 0 | 1 | 0 | -1 | -1 | 2 | 1 | 1.1
CCN(C[C@H]1N[C@@](C)(C(=O)OC)[C@H]2C(=O)N(C)C(=O)[C@@H]12)S(=O)(=O)c1ccccc1 | 0 | 7 | 6 | 0 | -2 | 6 | -2 | 10 | 0 | -0.3
CCOc1cc(/C=C2\NC(=O)NC2=O)ccc1OC(C)C(=O)O (stereo unspecified) | -3 | 9 | 7 | 0 | 5 | -4 | 5 | -11 | -4 | 1.4
CC1CN(Cc2ccco2)C(=S)NC1=O (stereo unspecified) | -2 | -6 | -3 | -3 | 2 | -4 | 11 | -2 | -2 | 0.2
Cc1cc(C)c2nc(-c3ccccc3)ccc2c1 | -2 | 7 | 3 | -3 | -3 | 4 | 2 | 3 | 1 | -0.6
CCCCNC(=O)CSc1nc2ccccc2c(=O)n1Cc1ccc2c(c1)OCO2 | 0 | 1 | -1 | 2 | 0 | 11 | 1 | -7 | 4 | 0.0
COC(=O)/C(C#N)=C/c1c(Oc2cc(C)cc(C)c2)nc2c(C)cccn2c1=O | -2 | 11 | 6 | 3 | 2 | 7 | 7 | 0 | -2 | -0.3
O=C(c1ccco1)N1CCN(C(=O)C2CC(c3ccc(Cl)cc3)=NO2)CC1 (stereo unspecified) | 0 | -11 | -1 | 1 | 0 | -2 | -1 | -7 | 3 | -0.6
Cc1cccc(COC[C@H](Cc2ccccc2)N2CCN(C(=O)c3cccc(Cl)c3)CCC2=O)c1 | 0 | -4 | 3 | 1 | -1 | -1 | 1 | 6 | -3 | 0.0
CC1CCC(C(C)C)C2=C1C(C#N)(C#N)C(C#N)(C#N)C(c1ccccc1)N2 (stereo unspecified) | 9 | 6 | -3 | -2 | -2 | -1 | 0 | 2 | -1 | 0.1
COC(=O)C[C@@H]1C=C[C@@H](NC(C)=O)[C@@H](CO)O1 | -5 | 6 | 0 | -1 | -2 | -3 | 1 | -4 | -3 | 0.1
COc1cc(CN2C[C@@H](CO)O[C@@H](n3cnc4c(NCc5ccc(F)cc5)ncnc43)C2)cc(OC)c1OC | -4 | 4 | 4 | 1 | 3 | -1 | -3 | -1 | -4 | 0.8
Nc1ccn(Cc2cccc(Cl)c2)n1 | -4 | -2 | 7 | -3 | 1 | 3 | 9 | -5 | -3 | -0.7
CS(=O)(=O)NN1C(=O)c2ccccc2NC1c1c[nH]c2ccccc12 (stereo unspecified) | -1 | 7 | -2 | 6 | -2 | 3 | 3 | 1 | 3 | 14*

Assay outcomes deposited in PubChem BioAssay by The Scripps Research Institute Molecular Screening Center.

The order is random; 4.6% or so of the library scored in one or more.
